USP1-UAF1 inh – Inhibitors of USP1/UAF1: Primary Screen | recombinant USP1/UAF1, Ub-Rhodamine cleavage fluorescence | Potency, µM (top dose mostly 57.1 µM), inactives show at the highest dose activity change, negative = inhibition, usual class: inhibitors | 0.23% of 390,000 active | AID 743255, 2014; also: potency is read from the fitted curve at half-maximal effect; % is scaled to controls: 0 for no effect and ±100 for the full control effect; nearly all actives have a fitted effect of over 60% in size; inactives centre near -12
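In this screen, compounds sit with the deubiquitinase complex (1nM) for 15 min at room temperature before Ub-Rho is added at 150nM final. Fluorescence rise is then followed for 6 reads every 60 seconds.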
TrxR1 substrate – qHTS Assay for Substrates of Mammalian Selenoprotein Thioredoxin Reductase 1 (TrxR1): qHTS; 0.01% of 390,000 active; Potency, µM (titrated, usually from 114 µM), for the others: at the highest dose activity change, negative = substrate turnover; purified TrxR1 substrate turnover, NADPH consumption readout; Thioredoxin reductase 1, cytoplasmic (Rattus norvegicus), O89049; also: potency is read from the fitted curve at half-maximal effect; % is scaled to controls: 0 for no effect and ±100 for the full control effect; nearly all actives have a fitted effect of over 50% in size
Target sequence (O89049 whole entry, looked up): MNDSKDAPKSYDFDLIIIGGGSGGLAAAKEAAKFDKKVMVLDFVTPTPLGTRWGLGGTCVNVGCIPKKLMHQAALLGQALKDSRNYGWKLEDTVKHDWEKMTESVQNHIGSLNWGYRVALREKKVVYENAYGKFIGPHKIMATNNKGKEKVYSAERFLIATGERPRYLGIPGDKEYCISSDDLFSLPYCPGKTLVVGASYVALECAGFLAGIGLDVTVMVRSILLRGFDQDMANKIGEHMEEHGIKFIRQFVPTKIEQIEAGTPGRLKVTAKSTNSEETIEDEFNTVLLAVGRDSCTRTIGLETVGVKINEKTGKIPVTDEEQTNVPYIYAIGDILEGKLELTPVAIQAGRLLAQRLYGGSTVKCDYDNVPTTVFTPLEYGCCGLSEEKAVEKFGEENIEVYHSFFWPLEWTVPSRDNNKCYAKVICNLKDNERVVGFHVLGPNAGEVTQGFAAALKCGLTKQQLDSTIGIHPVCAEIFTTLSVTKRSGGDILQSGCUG
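Rat TrxR1, dispensed at 90 nM, was prereduced with 400 uM NADPH (final) for 5 min at ~22 deg C, then incubated with compound 15 min before 400 uM selenite. A first-read NADPH fluorescence drop versus no-compound background flagged substrates.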
Pin1 inh – qHTS Assay to Find Inhibitors of Pin1. Pin1 FP peptide displacement, HiFluor488, 10 min. Potency, µM (series often up to 115 µM), for inactives: top-dose activity, negative = inhibition, hits mostly inhibitors. 0.009% of 390,000 active. AID 504891, 2011; active = well fitted inhibition curve with a large enough effect in the polarisation, with a control signal flat, not every such curve was filed as active; inconclusive = small, poorly fitted or top-dose-only effect, or effect the other way, or a change in a side signal; inactive = no such curve, though single readings can be large or run the other way; the % refers to the polarisation; also: potency is read from the fitted curve at half-maximal effect; % is scaled to controls: 0 for no effect and ±100 for the full control effect
GLS inh – qHTS for Inhibitors of Glutaminase (GLS); Potency, µM (series often up to 45.5 µM), without a hit: top-dose activity change, negative = inhibition, usual class: inhibitors; 0.21% of 410,000 active; GLS enzymatic activity, qHTS titration; also: potency is read from the fitted curve at half-maximal effect; % is scaled to controls: 0 for no effect and ±100 for the full control effect
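Compounds were pin-transferred onto hKGA, after which L-glutamine (1 mM solution) and a detection mix of glutamate oxidase, HRP and Amplex Red were added. Initial and 30 min RT fluorescence reads were collected.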
HP1b binding inh – HTS for Inhibitors of HP1-beta Chromodomain Interactions with Methylated Histone Tails. Chromobox protein homolog 1 (Homo sapiens), P83916. AlphaScreen HP1-beta / biotin-H3K9me3 peptide binding. Potency, µM (doses to about 114 µM), for the others: at the highest dose activity change, negative = inhibition, hits mostly inhibitors. 0.56% of 390,000 active. AID 540317, 2011; also: potency is read from the fitted curve at half-maximal effect; nearly all actives have a fitted effect of over 70% in size; inactives centre near 23
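Compound inhibition of the preformed complex between 50 nM HP1-beta and 50 nM biotinylated H3K9me3 peptide was read by AlphaScreen. Buffer was PBS pH 7.4 with 0.01% Tween-20. Incubations ran 30 min at room temperature, with 10 ug/mL donor/acceptor beads.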
PI4K2A inh – qHTS for small molecular inhibitors of PI4K2A; Phosphatidylinositol 4-kinase type 2-alpha (Homo sapiens), Q9BTU6; purified PI4K2A, ADP-Glo luminescence, 1 h; stronger effect = lower value; activity change, negative = inhibition, % at 76.9 µM; 0.13% of 420,000 active; AID 1346378, 2018; in the data active = activity change below about -50%; inconclusive = mostly about -30% to -49%;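 also: -100% = wells without enzyme as full effect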
Target sequence (Q9BTU6 whole entry, looked up): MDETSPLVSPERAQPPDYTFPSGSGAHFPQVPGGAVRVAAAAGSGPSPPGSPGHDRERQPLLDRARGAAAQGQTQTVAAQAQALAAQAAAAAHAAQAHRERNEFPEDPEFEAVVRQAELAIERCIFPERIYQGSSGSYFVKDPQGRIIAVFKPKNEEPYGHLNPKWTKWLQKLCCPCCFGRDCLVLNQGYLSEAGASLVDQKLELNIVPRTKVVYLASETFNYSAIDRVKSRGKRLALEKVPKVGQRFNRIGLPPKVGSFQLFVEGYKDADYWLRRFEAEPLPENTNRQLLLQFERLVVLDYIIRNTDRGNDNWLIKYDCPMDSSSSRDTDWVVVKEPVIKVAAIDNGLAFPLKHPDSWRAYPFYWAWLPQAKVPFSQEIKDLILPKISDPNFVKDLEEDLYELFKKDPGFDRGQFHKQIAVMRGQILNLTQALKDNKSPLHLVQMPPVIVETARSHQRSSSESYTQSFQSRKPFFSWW
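Compounds are screened against recombinant PI4K2A using PI as substrate and ATP, the latter dispensed at 300 microM. Reactions run one hour at ambient temperature before ADP-Glo detection; full inhibition defined by wells lacking enzyme.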
mIDH1 inhibitor – qHTS for Inhibitors of mutant isocitrate dehydrogenase 1 (IDH1): qHTS | AID 602179, 2012 | 0.093% of 390,000 active | IDH1-R132H enzyme, NADPH consumption, diaphorase/resazurin fluorescence | Isocitrate dehydrogenase [NADP] cytoplasmic (Homo sapiens), O75874 | Potency, µM (highest dose often 76.6 µM), for the others: top-dose activity change, negative = inhibition, most hits filed as inhibitors; also: potency is read from the fitted curve at half-maximal effect; % is scaled to controls: 0 for no effect and ±100 for the full control effect; nearly all actives have a fitted effect of over 65% in size
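IDH1-R132H (0.5 ug/mL dispensed) in pH 7.5 Tris buffer was preincubated 30 min with compound, then given a substrate mix of 0.016 mM NADPH and 2 mM alpha-KG for 80 min at room temperature; remaining NADPH was read by diaphorase/resazurin fluorescence.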
rTrxR1 inhibitor – qHTS Assay for Inhibitors of Mammalian Selenoprotein Thioredoxin Reductase 1 (TrxR1): qHTS; recombinant rTrxR1, NADPH fluorescence consumption, selenite substrate; 1% of 390,000 active; Thioredoxin reductase 1, cytoplasmic (Rattus norvegicus), O89049; AID 588453, 2011; Potency, µM (titrated, usually from 114 µM), without a hit: top-dose activity change, negative = inhibition, hits mostly inhibitors; also: potency is read from the fitted curve at half-maximal effect; % is scaled to controls: 0 for no effect and ±100 for the full control effect; nearly all actives have a fitted effect of over 65% in size
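Rat TrxR1 (90 nM in the dispensed reagent) was pre-reduced with 400 uM NADPH for 5 min at room temperature, then incubated with compound for 15 min. After 400 uM selenite was added, NADPH fluorescence (Ex 340/Em 450 nm) was followed for 8 min.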
PGK inhibitor – qHTS Assay to Find Inhibitors of Phosphoglycerate Kinase; AID 602233, 2012; 0.043% of 380,000 active; PGK/GAPDH coupled, Kinase-Glo luminescence, 60 min; Potency, µM (titrated, usually from 57.5 µM), inactives show top-dose activity change, negative = inhibition, most hits filed as inhibitors; Phosphoglycerate kinase, glycosomal (Trypanosoma brucei brucei), P07378; also: potency is read from the fitted curve at half-maximal effect; % is scaled to controls: 0 for no effect and ±100 for the full control effect; nearly all actives have a fitted effect of over 60% in size
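Luminescent ATP detection (Kinase-Glo Plus) follows a 60-minute room-temperature incubation, with wells lacking PGK as controls. Buffer: 100 mM TEA (pH 7.6), 5 mM MgCl2, 0.01% Tween-20. Coupling enzyme GAPDH (100 nM final) supplies unstable 1,3-BPG in-well.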
The depositor's hits bear a star; i = inactive; ? = inconclusive; . = not tested or not shown; & = joins results of further samples; [ ] = another dose, or the depositor's remark. Unless noted, calls follow the shape of the dose curve; as a rule, active = well fitted curve in the direction sought with a large enough effect; inconclusive = small, poorly fitted or top-dose-only effect, or another doubt; inactive = no such curve, though single readings can be large; an effect the other way counts as inactive or inconclusive.

SMILES | USP1-UAF1 inh | TrxR1 substrate | Pin1 inh | GLS inh | HP1b binding inh | PI4K2A inh | mIDH1 inhibitor | rTrxR1 inhibitor | PGK inhibitor
CCN(CC(=O)Nc1ccc(OC)cc1)CC(=O)N1CC(=O)Nc2ccccc21 | -21% | 3% | -4% | 0% | 47%[activator] | -2 | -9% | 10% | 0%
CC(C)(C)OC(=O)C[C@@H]1C/C=C\C[C@H](CC(=O)NCCO)C(=O)N2CCC[C@@H]2COC1=O | -13% | 7% | -2% | 0% | 28% | -2 | -8% | 10% | -1%
Cc1cc(=O)[nH]c(SCC(=O)Nc2ccc3c(c2)CCC3)c1C#N | -25% | 1% | -1% | 2% | 39%[activator] | -2 | -6% | 14% | -11%
CCC(C)NC(=O)C1(C)CCC(=O)N1CCc1ccc(OC)c(OC)c1 (centres undefined) | -20% | 6% | -5% | 2% | 17% | 3 | -1% | 5% | -6%
CCn1c(COc2ccc(OC)cc2)nnc1SCC(=O)Nc1cc(OC)ccc1OC | -5% | -5% | ? | 6% | -7% | 4 | -2% | 6% | -2%
O=c1oc(-c2ccco2)nc2sc3c(c12)CCCC3 | -14% | 9% | 12% | -1% | 6% | 0 | 2% | -1% | -13%
O=C(O)c1cccc(COc2ccccc2Cl)c1 | 9% | 3% | -2% | 0% | 32%[activator] | -19 | -2% | 19% | -12%
Cc1cc(-c2ccco2)n(CC(=O)O)n1 | -4% | 8% | 2% | -7% | 40% | 2 | -1% | 17% | .
Nc1ncn(CC(=O)c2ccccc2)n1 | 4% | 0% | 2% | 6% | 25% | -7 | -11% | 5% | 5%
CCCCNC(=O)CC1N=C2c3ccccc3N=C(SCC(=O)Nc3ccccc3OC)N2C1=O (centres undefined) | -3% | -1% | 2% | ? | 51%[activator] | 4 | 4% | 5% | i
COc1ccc2nc(-c3ccccc3)cc(OC)c2c1 | -26% | 6%[57.1 µM] | -1% | -18% | 95%[activator] | -1 | 9% | 2%[57.1 µM] | -1%
CC1=Nc2cc([N+](=O)[O-])ccc2NC(C)(C)C1 | -7% | -1% | 9% | -2% | -7% | -4 | -2% | 10% | -9%
O=C(COc1ccc(F)cc1)OCc1cc(=O)n2nc(C3CCCCC3)sc2n1 | -22% | 1%[57.1 µM] | 12% | -2% | 15% | -5 | -10% | 11%[57.1 µM] | 4%
CCN(C(=O)CSc1nc2ccc([N+](=O)[O-])cc2s1)c1c(N)n(Cc2ccccc2)c(=O)[nH]c1=O | -22% | -1% | 7% | 1% | 41%[activator] | -3 | -5% | 4% | 9%
CCOc1ccc(C(=O)Nc2cccc(NC(=O)c3ccco3)c2)cc1Cl | -11% | 15% | ? | -9% | 3% | 5 | -2% | 22% | -10%
Cc1cccc(C)c1OCc1cc(=O)n2c3c(sc2n1)CCCC3 | -19% | 19% | 24% | 4% | 83%[activator] | 0 | 6% | 20% | 3%
Cc1cccc(C(=O)OCC(=O)NC23CC4CC(CC(C4)C2)C3)c1O | -7% | 11%[57.1 µM] | 1% | -4% | 45%[activator] | -2 | 0% | 13%[57.1 µM] | -9%
CC(=O)C1=C(C)NC(=O)NC1c1cccs1 (centres undefined) | -11% | 12% | -5% | 6% | 0% | 2 | 3% | 32% | .
CCN(CC1CCCO1)C(=O)CCc1nnc(Cc2ccc3c(c2)OCO3)o1 (centres undefined) | -10% | 3% | -2% | 6% | 26% | 51 | 0% | -5% | -9%
CCN(CC(=O)Nc1c(F)cccc1F)C(=O)c1ccc2c(=O)n3c(nc2c1)CCC3 | -9% | -7% | 1% | 0% | 4% | -1 | -1% | -13% | -9%
Cc1cccc(NC(=O)CN2C(=O)N/C(=C/c3cc(C)n(C)c3C)C2=O)c1 | -18% | -8%[57.1 µM] | ? | -20% | 18% | -6 | 1% | 6%[57.1 µM] | -8%
Cc1ccc(NS(=O)(=O)c2cccc(C(=O)NCC(c3ccco3)N3CCCCC3)c2)cc1 (centres undefined) | -8% | -16% | 1% | 10% | -1% | 7 | 3% | -10% | i
COc1cc(C=O)ccc1OCC(=O)N1CCOCC1 | -11% | -6% | -2% | 6% | 79%[activator] | 8 | 2% | -2% | 1%
Cc1ccc2nc(NC(=O)c3ccco3)sc2c1 | -11% | -6%[57.1 µM] | ? | -1% | 22% | -9 | 4% | 6%[57.1 µM] | -1%
Cc1ccc(N(C(C)C(=O)N2CCOCC2)S(C)(=O)=O)cc1C (centres undefined) | -10% | 1% | 2% | -3% | 38%[activator] | -4 | -4% | 21% | -3%

A second format for part of the listing above:
Values run as follows: USP1-UAF1 inh	TrxR1 substrate	Pin1 inh	GLS inh	HP1b binding inh	PI4K2A inh	mIDH1 inhibitor	rTrxR1 inhibitor	PGK inhibitor
- COc1cc(C=O)ccc1OCC(=O)N1CCOCC1
    -11%	-6%	-2%	6%	79%[activator]	8	2%	-2%	1%
- Cc1ccc2nc(NC(=O)c3ccco3)sc2c1
    -11%	-6%[57.1 µM]	?	-1%	22%	-9	4%	6%[57.1 µM]	-1%

Further results
SMILES | USP1-UAF1 inh | TrxR1 substrate | Pin1 inh | GLS inh | HP1b binding inh | PI4K2A inh | mIDH1 inhibitor | rTrxR1 inhibitor | PGK inhibitor
CCOc1ccc(CNC(=O)CN2C(=O)CSc3c2c(C)nn3-c2ccccc2)cc1 | -23% | 0%[57.1 µM] | -4% | 7% | 57%[activator] | 3 | 2% | 10%[57.1 µM] | i
C=CCNc1ncnc2ccccc12 | ? | 9% | 3% | 15% | 14% | -1 | 7% | 25% | -3%[11.5 µM]
CCN(c1cccc(C)c1)S(=O)(=O)c1ccc(-n2cccn2)cc1 | -23%&-31% | 2%&-7% | ? | -3%&1% | 87%&73%[activator] | -4&-2 | 15%&3% | 30%&17% | -10%&3%
COc1ccc(C)cc1NC(=O)C(OC(=O)CNC(=O)c1cccc(F)c1)c1ccccc1 (centres undefined) | -8% | -6% | ? | 6% | 14% | 0 | -11% | 7% | 0%
c1ccc(CN2CCN(Cc3cn4cccnc4n3)CC2)cc1 | -22% | 0%[57.1 µM] | -7% | 0% | -8% | -3 | -3% | 5%[57.1 µM] | -2%
COc1cc([N+](=O)[O-])ccc1NC(=O)NCc1ccccn1 | -19% | -6% | ? | -27% | 40%[activator] | 0 | -7% | 9% | 5%
COc1ccc(N(C2=NCCCS2)S(=O)(=O)c2ccc(C(C)(C)C)cc2)cc1 | -6% | -4% | 5% | 2% | 31% | -1 | 0% | 2% | 6%
O=C(Nc1ccc(N2CCCCC2)cc1)c1ccc2ccccc2n1 | -10% | -20% | 0% | 26% | ? | -2 | 3% | -16% | i
COc1ccccc1/C=C/C=N/n1c(-c2ccc(Cl)cc2Cl)n[nH]c1=S | -24% | -1% | 0% | -2% | -22% | 2 | -4% | ? | -2%
CCOC(=O)c1cc(C(C)C)sc1NC(=O)COC(=O)CCS(=O)(=O)c1ccccc1 | -21% | 6% | -3% | -1% | -6% | 5 | 1% | 16% | 0%
Cc1sc2nc(CSC(C)C(=O)Nc3ccc(C(N)=O)cc3)[nH]c(=O)c2c1C (centres undefined) | -20% | -10% | ? | -9% | 22% | -5 | 3% | -19% | -6%
Cn1c(=O)c2sccc2n2c(CCCC(=O)NCc3ccccc3)nnc12 | 10% | -2%[57.1 µM] | 1% | 0% | 6% | -4 | -12% | 23%[57.1 µM] | 2%
CC(/C=N/N1CCN(c2ccccn2)CC1)=C\c1ccccc1 | -19% | 2% | 1% | 3% | 12% | -3 | 1% | 14% | 1%
O=C(Nc1ccncc1)c1cc(-c2ccccc2)nc2ccccc12 | -20% | . | . | -13% | . | 4 | 1% | . | i
COc1ccc(Cn2c(=O)[nH]c3cc(C(=O)N4CCN(c5ccccc5F)CC4)ccc3c2=O)cc1 | 2% | 6%[57.1 µM] | -2% | 0% | 21% | -1 | 3% | 9%[57.1 µM] | 3%
Cc1cc2n(n1)C(c1ccc(N(C)C)cc1)Nc1ccccc1-2 (centres undefined) | -25% | 19% | ? | 32% | -45% | 0 | 0% | 5% | 6%
Cc1ccc(C(=O)NNC(=O)c2cccc(C)c2)cc1 | -23% | -14% | 2% | -3% | 12% | -3 | 8% | -18% | 0%
Cc1ccc(-n2cc(C(=O)OCc3ccc(Cl)cc3)c3ccccc3c2=O)cc1 | -12% | -3%[57.1 µM] | 3% | 2% | 20%[57 µM] | 1 | -7% | -3%[57.1 µM] | 3%
N#CC(c1ccc(=O)[nH]n1)c1ccc(Cl)cc1Cl (centres undefined) | -26% | 8% | -3% | 1% | 32% | -3 | 2% | 27% | 2%
Cc1ccc(-c2nnc(OCC3CCCO3)c3ccccc23)cc1 (centres undefined) | -14% | 5%[57.1 µM] | 4% | 3% | -15% | 3 | 4% | 17%[57.1 µM] | 3%
COCCOC(=O)C(CC(=O)O)NCc1ccco1 (centres undefined) | -13% | 5% | -12% | 0% | -8% | -1 | 9% | 14% | -10%

An excerpt; count on the stated rates, not on these rows.
